SW480 rereplic = DNA re-replication induction in SW480 cells; AID 624297; Potency, µM (doses to about 46.1 µM), without a hit: at the highest dose re-replication activation, usual class: activators; 1.8% of 340,000 active; SW480 DNA re-replication, Hoechst DNA content imaging, 48 h; note: potency is the fitted concentration of half-maximal effect; % of control where 0% means no effect; nearly all actives have a fitted effect of over 55% in size
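DNA re-replication was detected as more nuclei of elevated Hoechst intensity after 48 hr exposure to compound (23 nL pinned per well of 250 cells).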
KB-V1 cytotox = kills drug-selected multidrug resistant KB-V1 cells. KB-V1 MDR cells viability, CellTiter-Glo, 72 h. Potency, µM (top dose mostly 46.1 µM), without a hit: at the highest dose activity change, negative = cytotoxicity, hits mostly cytotoxic. 3.4% of 400,000 active; note: potency is the fitted concentration of half-maximal effect; % is set by controls: 0 for no effect and ±100 for the full control effect; nearly all actives have a fitted effect of over 60% in size
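Drug-selected KB-V1 cells, grown in DMEM lacking phenol red with 10% FBS, receive compound titrations; after three days at 37 degrees C, surviving cell ATP is quantified by CellTiter-Glo luminescence and responses normalized and curve-fitted.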
MCF10A rereplic = DNA re-replication induction in MCF 10a cells. MCF 10A DNA re-replication, Hoechst nuclear intensity, 48 h. Potency, µM (doses to about 46.1 µM), without a hit: top-dose activity, positive = re-replication, actives largely listed as activators. 2.9% of 350,000 active. AID 624296; note: potency is the fitted concentration of half-maximal effect; % of control where 0% means no effect; nearly all actives have a fitted effect of over 50% in size
WRN helicase inh = inhibitors of human WRN helicase; Potency, µM (highest dose often 114 µM), for the others: at the top dose activity change, negative = inhibition, actives largely listed as inhibitors; 0.46% of 360,000 active; WRN helicase unwinding, fluorescent forked duplex, kinetic; Q14191; note: potency is the fitted concentration of half-maximal effect; % is set by controls: 0 for no effect and ±100 for the full control effect; nearly all actives have a fitted effect of over 55% in size
Target sequence (Q14191 whole entry, looked up): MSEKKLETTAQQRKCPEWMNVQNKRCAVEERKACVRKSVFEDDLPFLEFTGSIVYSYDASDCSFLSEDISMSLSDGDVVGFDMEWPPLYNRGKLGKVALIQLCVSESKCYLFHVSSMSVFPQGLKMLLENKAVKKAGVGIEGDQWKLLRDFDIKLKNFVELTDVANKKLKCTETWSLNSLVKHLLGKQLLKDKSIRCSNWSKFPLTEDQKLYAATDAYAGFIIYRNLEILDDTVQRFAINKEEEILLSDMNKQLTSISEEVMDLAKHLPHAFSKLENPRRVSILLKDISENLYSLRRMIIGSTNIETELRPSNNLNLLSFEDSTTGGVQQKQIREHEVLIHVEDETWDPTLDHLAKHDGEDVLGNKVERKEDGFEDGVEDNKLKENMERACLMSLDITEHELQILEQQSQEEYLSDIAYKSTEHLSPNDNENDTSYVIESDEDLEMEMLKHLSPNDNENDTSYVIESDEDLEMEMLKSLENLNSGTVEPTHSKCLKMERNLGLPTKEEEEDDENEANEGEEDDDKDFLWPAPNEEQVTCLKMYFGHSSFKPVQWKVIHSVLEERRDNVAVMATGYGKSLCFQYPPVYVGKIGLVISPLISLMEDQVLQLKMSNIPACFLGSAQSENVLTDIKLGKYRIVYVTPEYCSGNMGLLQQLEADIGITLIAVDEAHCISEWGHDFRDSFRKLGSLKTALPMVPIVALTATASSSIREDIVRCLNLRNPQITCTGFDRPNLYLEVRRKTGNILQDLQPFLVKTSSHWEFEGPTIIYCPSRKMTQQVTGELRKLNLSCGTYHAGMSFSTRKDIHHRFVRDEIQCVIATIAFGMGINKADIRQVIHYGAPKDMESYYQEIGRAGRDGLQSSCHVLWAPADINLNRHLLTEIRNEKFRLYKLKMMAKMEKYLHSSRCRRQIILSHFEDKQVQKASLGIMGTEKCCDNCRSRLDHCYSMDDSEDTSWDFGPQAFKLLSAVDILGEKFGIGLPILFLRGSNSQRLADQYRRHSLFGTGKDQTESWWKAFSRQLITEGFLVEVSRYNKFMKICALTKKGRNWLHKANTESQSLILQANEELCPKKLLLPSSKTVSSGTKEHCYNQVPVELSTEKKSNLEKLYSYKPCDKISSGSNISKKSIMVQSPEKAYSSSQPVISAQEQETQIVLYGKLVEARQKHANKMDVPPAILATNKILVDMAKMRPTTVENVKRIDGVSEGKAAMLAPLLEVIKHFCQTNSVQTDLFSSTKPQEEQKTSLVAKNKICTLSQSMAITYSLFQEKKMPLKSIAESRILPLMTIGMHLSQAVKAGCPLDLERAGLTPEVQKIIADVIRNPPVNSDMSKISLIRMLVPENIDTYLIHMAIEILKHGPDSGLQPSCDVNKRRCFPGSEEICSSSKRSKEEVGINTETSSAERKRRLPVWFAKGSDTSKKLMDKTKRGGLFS
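Kinetic red-fluorescence monitoring (525/598 nm) tracks WRN helicase activity after 100 nM fluorophore-quencher forked duplex and 2 mM ATP are added to 20 nM enzyme pretreated 15 min at room temperature with compound.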
IL-1B inflam inh = blocks inflammasome-driven IL-1 beta release; AID 743279; 4.7% of 360,000 active; THP-1 LPS/ATP IL-1B secretion, AlphaLISA, 16 h; active compounds read low; activity change, % at 57.5 µM; in the data active = activity change below about -50%; inconclusive = mostly about -30% to -49%; note: % is set by controls: 0 for no effect and ±100 for the full control effect
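Secreted IL-1B measured by AlphaLISA bead assay after 16 h compound exposure of THP-1 cells; compounds (final up to 57.5 uM) added 1 h before LPS (250 ng/mL) and ATP (1.25 mM) stimulation; lower signal means less secretion.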
KB-3-1 tox = kills parental KB-3-1 adenocarcinoma cells. KB-3-1 viability, CellTiter-Glo ATP luminescence, 72 h. Potency, µM (highest dose often 46.1 µM), inactives show at the top dose activity change, negative = cytotoxic, hits mostly cytotoxic. 1.4% of 400,000 active. AID 1347075; note: potency is the fitted concentration of half-maximal effect; % is set by controls: 0 for no effect and ±100 for the full control effect; nearly all actives have a fitted effect of over 60% in size
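Viability of parental KB-3-1 cells, measured by CellTiter-Glo luminescence, followed a 72 h incubation at 37 °C with pinned compounds in phenol-red-free DMEM containing 10% FBS.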
HT1080 IDH1KD tx = kills HT-1080 cells with IDH1 knockdown. HT-1080 IDH1 knockdown viability, ATP luminescence, 48 h. Potency, µM (series often up to 46.1 µM), for inactives: at the highest dose activity, negative = toxicity, hits mostly cytotoxic. 2% of 360,000 active;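 note: potency is the fitted concentration of half-maximal effect; 0% = DMSO wells and -100% = cell-free medium wells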
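CellTiter-Glo luminescence after 48 h compound exposure at 37 degrees C of IDH1-knockdown HT-1080 cells in 5% FBS RPMI. %Activity scaled between DMSO wells and cell-free media wells, with curves fitted and assigned curve classes.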
ATXN2 expr inh = inhibitors of ATXN2 expression. Potency, µM (doses to about 57 µM), for inactives: top-dose activity change, negative = inhibition, actives largely listed as inhibitors. HEK-293 ATXN2-luciferase reporter, luminescence, 24 h. AID 1745845. 0.72% of 360,000 active; note: potency is the fitted concentration of half-maximal effect; % is set by controls: 0 for no effect and ±100 for the full control effect; nearly all actives have a fitted effect of over 55% in size
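qHTS (up to 57 uM final) was run with 24 h compound exposure of reporter cells at 37 °C. Each well was multiplexed: SteadyGlo luminescence measured ATXN2-luciferase expression after a fluorogenic Gly-Phe-AFC viability readout (25 uM final).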
HT1080NT lethal = kills 2HG-producing HT-1080-NT fibrosarcoma cells. Potency, µM (doses to about 46.1 µM), inactives show top-dose activity, negative = less viability, actives largely listed as cytotoxic. 1.6% of 360,000 active. HT-1080-NT fibrosarcoma viability, CellTiter-Glo ATP luminescence, 48 h;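 note: NT is the 2HG producing partner of a matched IDH1 knockdown line; potency is the fitted concentration of half-maximal effect; 0% = DMSO-treated cells and -100% = media-only wells without cells; nearly all actives have a fitted effect of over 55% in size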
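HT-1080-NT fibrosarcoma cells (2HG-overproducing), 750 cells/well in RPMI with 5% FBS, dosed after 2 h and incubated 48 h at 37C. CellTiter-Glo luminescence normalized to DMSO and no-cell wells; concentration-response curves fitted and classed.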
* = called active by the depositor; ? = inconclusive; · = no result given; & = joins results of further samples; [ ] = another dose, or the depositor's remark. Unless noted, calls come from the whole dose curve; as a rule, active = well fitted curve in the direction sought with a large enough effect; inconclusive = small, poorly fitted or top-dose-only effect, or another doubt; inactive = no such curve, though single readings can be large; an effect the other way counts as inactive or inconclusive.

Screens in order – WRN helicase inh | SW480 rereplic | KB-V1 cytotox | IL-1B inflam inh | HT1080 IDH1KD tx | ATXN2 expr inh | MCF10A rereplic | HT1080NT lethal | KB-3-1 tox
#1 c1ccc(NC2=Nc3ccccc3CS2)cc1
  5% | ? | 4% | 11 | 4% | 78%[activator] | -3% | 5% | 3%
#2 CCCN1CCN(CCCNC(=O)Cn2nc(C)n3c(cc4cc(OC)ccc43)c2=O)CC1
  1% | -16% | 5% | 10 | 0% | · | 5% | 2% | -4%
#3 CC(CC(=O)O)CC(=O)Nc1cccc([N+](=O)[O-])c1 (stereo not drawn)
  6% | 1% | 2% | 0 | 15% | 4% | -7% | 0% | 0%
#4 CC1(C)CN(C2CCCCC2)C(=O)[C@H]1CC(=O)Nc1ccccc1
  0% | · | ? | -25 | 16% | -10% | · | 5% | 3%
#5 CC1(C(=O)NS(=O)(=O)c2ccccc2Cl)CCN1C(=O)C1(c2ccc(Cl)cc2)CCC1 (stereo not drawn)
  -3% | · | 2% | 39 | 15% | 9% | · | 17% | 0%
#6 COc1ccc(CC(=O)NNC(=O)c2ccncc2)cc1
  13% | -1% | -3% | 10 | 12% | -11% | -3% | 1% | 0%
#7 C=CCN(c1ccccc1)S(=O)(=O)c1ccc2c(c1)NC(=O)C(C)C(=O)N2 (stereo not drawn)
  0% | 1% | 15% | 14 | 1% | -23% | -1% | 0% | 12%
#8 O=C(Cc1ccccc1)Nc1cccc(NC(=O)c2cccs2)c1
  -1% | 9% | 8% | -27 | ? | 0% | ? | -26% | ?
#9 CC1(C(=O)NS(=O)(=O)C2CC2)CCCN(C(=O)c2cccc(OC(F)(F)F)c2)C1 (stereo not drawn)
  -5% | · | 4% | -64* | 18% | 2% | · | 1% | 0%
#10 Cc1cccc2c1N(C(=O)c1ccco1)C(C)(C)c1ssc(=S)c1-2
  -19% | 1% | ? | -4 | 0% | -10% | -2% | -1% | -2%
#11 CCOC(=O)c1ccc(NC(=O)CSc2ncccn2)cc1
  7% | 2% | -3% | 20 | -6% | 40%[activator] | 1% | 5% | 3%
#12 CCOC(=O)N1CCN(C(=O)c2cc(Cl)c(Cl)cc2C(=O)O)CC1
  -15% | -8% | 14% | -5 | -22% | -7% | -1% | -4%[9.24 µM] | -2%
#13 Cc1[nH]c2ccccc2c1CCNC(=O)CCC(=O)c1ccccc1
  4% | 1% | 17% | 18 | 0% | 0% | 1% | 18% | 7%
#14 Cc1cc(C(=O)CN2C(=O)NC3(CCCc4sccc43)C2=O)c(C)n1-c1ccc(Cl)cc1 (stereo not drawn)
  -4% | 12% | -1% | -21 | -22% | -34% | 14% | -19% | -7%
#15 COc1cccc(C(C(=O)NC2CCCC2)N(C(=O)c2ccco2)c2ccccc2)c1OC (stereo not drawn)
  -4% | 11% | ? | ? | -4% | -15% | 11% | -9% | -3%
#16 CC(C)CN(C(=O)COC(=O)C1=COCCO1)c1c(N)n(Cc2ccccc2)c(=O)[nH]c1=O
  -1% | -10% | -2% | 0 | 14% | 6% | 0% | 11% | 4%
#17 O=C(NC(=S)NCc1ccccc1)c1cccs1
  -3% | -3% | -21% | -3 | 1% | 13% | 1% | 0% | ?
#18 Cn1c(SCC(=O)NC(=O)NCc2ccco2)nnc1C(F)(F)F
  -1% | -6% | ? | 4 | 13% | 8% | -3% | 7% | 7%
#19 CC(C)c1ccc(NC(=S)NCc2cccs2)cc1
  -11% | ? | 23µM* | 20 | ? | 47%[activator] | ? | 11µM* | -6%
#20 COCCCNC(=O)c1ccc2c(=O)n(Cc3ccc(OC)cc3)c(=O)[nH]c2c1
  -13% | 10% | -6%&21% | 0 | -2% | 7% | -2% | 18% | -9%&1%
#21 O=S1(=O)N=C(SCCO)c2ccccc21
  4% | -5% | -17% | 13 | -6%[9.24 µM] | -5% | 1% | -2% | 2%
#22 CCOC(=O)C1(Cc2ccccc2C)CCCN(C(=O)c2ccoc2)C1 (stereo not drawn)
  2% | 0% | ? | -2 | -5% | 34% | 7% | -1% | -1%
#23 COc1ccc(N(Cc2ccco2)C(=O)c2ccccc2F)cc1OC
  -14% | -7% | 1% | -6 | -2% | 5% | -2% | 4% | -3%
#24 CC1=Nc2ccccc2N=C(N)C1c1ccccc1 (stereo not drawn)
  -17% | -1% | 8% | 16 | -16% | 60%[activator] | -1% | -6% | 3%
#25 Cc1cccc(N2CCN(C(=O)c3ccc4nc(N5CCCCC5)sc4c3)CC2)c1C
  -1% | -15% | ? | 34 | 5% | 21% | 5% | 7% | ?
#26 Cn1nccc1C(=O)c1ccc(Cl)cc1
  8% | -14% | 0% | -14 | 11% | 0% | -15% | 1% | 0%
#27 CCN1CNC(=S)N(Cc2ccccc2)C1
  7% | 1% | -14% | 17 | -1% | -8% | -5% | -3% | 6%
#28 CCOC(=O)N1CCN(C(=O)COC(=O)C2CCN(S(=O)(=O)c3c(Cl)cccc3Cl)CC2)CC1
  12% | -11% | 1% | 9 | 0% | -8% | 5% | 2% | 12%
#29 O=C(c1ccco1)N1CCN(C(=O)c2cccs2)CC1
  -5% | 6.5µM* | -3% | 0 | 5% | 1% | 1.8µM* | 1% | 0%
#30 O=C(c1cc([N+](=O)[O-])cc([N+](=O)[O-])c1)N(Cc1nnc(-c2ccccc2Cl)o1)C1CC1
  2% | ? | ? | 26 | -1% | -28% | ? | 1% | 26%
#31 COCCn1c(-c2ccc3ccccc3c2)nc2c1c(=O)[nH]c(=O)n2CC(C)C
  -6% | 17% | -26% | -2 | -12% | -7% | ? | -12% | -3%
#32 Cc1ccccc1-c1nc(CS(=O)(=O)CC(=O)NCCCN2CCN(C)CC2)c(C)o1
  -1% | -3% | 10%&-5% | ? | -2% | 2%&-6% | 1% | -19% | ?
#33 CCOCCCNC(=O)C(c1ccc(OC)cc1)N(Cc1ccc2c(c1)OCO2)C(=O)CNC(C)=O (stereo not drawn)
  3% | -2%[9.22 µM] | 17% | 4 | 9% | 10% | 10% | 13% | 7%
#34 CC(C)NCCCOc1ccc(Cl)cc1Br
  -1% | -2% | 12% | -13 | ? | -19% | -1% | ? | 1%
#35 COc1cc2[nH]c(C(=O)N(C)C3CCS(=O)(=O)C3)cc2c(OC)c1OC (stereo not drawn)
  2% | 1% | 20% | 9 | 13% | 2% | 0% | 8% | 19%
#36 COc1cccc(NC(=S)N(Cc2cccc(Br)c2)CC2CCC(C(=O)O)CC2)c1 (stereo not drawn)
  -10% | 15% | ? | -7 | -12% | -3% | -1% | ? | 0%
#37 CCC(=O)c1cn(CC(=O)Nc2cccc(C)c2)c2ccccc12
  3% | 62% | -5% | 6 | -12% | 1% | 15% | 0% | 0%
#38 Cc1ccc(NC(=O)CC(C)c2ccccc2)cc1S(=O)(=O)N1CCOCC1 (stereo not drawn)
  -14% | -3% | ? | -9 | -6% | -9% | ? | -1% | 0%
#39 S=c1nccc(-c2cccs2)[nH]1
  -8% | 1% | 0% | 39 | 14% | -7% | 1% | 10% | 10%
#40 C=CC[C@]12C=C(OC)C(=O)C(OC)=C1O[C@@H](c1ccc3c(c1)OCO3)[C@H]2C
  6% | -15% | -7% | -8 | 1% | -14% | 1% | -3% | 0%

Screen by screen, as entered above:
HT1080NT lethal for entries 31 to 40 → -12%, -19%, 13%, ?, 8%, ?, 0%, -1%, 10%, -3%
KB-3-1 tox for entries 31 to 40 → -3%, ?, 7%, 1%, 19%, 0%, 0%, 0%, 10%, 0%

In the list so far, 11 contain a halogen.
Screens in order – WRN helicase inh | SW480 rereplic | KB-V1 cytotox | IL-1B inflam inh | HT1080 IDH1KD tx | ATXN2 expr inh | MCF10A rereplic | HT1080NT lethal | KB-3-1 tox
#5 CC1(C(=O)NS(=O)(=O)c2ccccc2Cl)CCN1C(=O)C1(c2ccc(Cl)cc2)CCC1 (stereo not drawn)
  -3% | · | 2% | 39 | 15% | 9% | · | 17% | 0%
#9 CC1(C(=O)NS(=O)(=O)C2CC2)CCCN(C(=O)c2cccc(OC(F)(F)F)c2)C1 (stereo not drawn)
  -5% | · | 4% | -64* | 18% | 2% | · | 1% | 0%
#12 CCOC(=O)N1CCN(C(=O)c2cc(Cl)c(Cl)cc2C(=O)O)CC1
  -15% | -8% | 14% | -5 | -22% | -7% | -1% | -4%[9.24 µM] | -2%
#14 Cc1cc(C(=O)CN2C(=O)NC3(CCCc4sccc43)C2=O)c(C)n1-c1ccc(Cl)cc1 (stereo not drawn)
  -4% | 12% | -1% | -21 | -22% | -34% | 14% | -19% | -7%
#18 Cn1c(SCC(=O)NC(=O)NCc2ccco2)nnc1C(F)(F)F
  -1% | -6% | ? | 4 | 13% | 8% | -3% | 7% | 7%
#23 COc1ccc(N(Cc2ccco2)C(=O)c2ccccc2F)cc1OC
  -14% | -7% | 1% | -6 | -2% | 5% | -2% | 4% | -3%
#26 Cn1nccc1C(=O)c1ccc(Cl)cc1
  8% | -14% | 0% | -14 | 11% | 0% | -15% | 1% | 0%
#28 CCOC(=O)N1CCN(C(=O)COC(=O)C2CCN(S(=O)(=O)c3c(Cl)cccc3Cl)CC2)CC1
  12% | -11% | 1% | 9 | 0% | -8% | 5% | 2% | 12%
#30 O=C(c1cc([N+](=O)[O-])cc([N+](=O)[O-])c1)N(Cc1nnc(-c2ccccc2Cl)o1)C1CC1
  2% | ? | ? | 26 | -1% | -28% | ? | 1% | 26%
#34 CC(C)NCCCOc1ccc(Cl)cc1Br
  -1% | -2% | 12% | -13 | ? | -19% | -1% | ? | 1%
#36 COc1cccc(NC(=S)N(Cc2cccc(Br)c2)CC2CCC(C(=O)O)CC2)c1 (stereo not drawn)
  -10% | 15% | ? | -7 | -12% | -3% | -1% | ? | 0%
